Bioassay records from PubChem BioAssay.
PLK1 PBD block: inhibitors of human PLK1 polo-box domain binding; P53350; Potency, µM, without a hit: max response, negative = inhibition, actives largely listed as inhibitors; 360,000 compounds, 2.8% hits; Plk1 PBD binding of FITC phosphopeptide, fluorescence polarization; further: potency means the concentration at half of the fitted maximal effect; series mostly up to about 57 µM; on the % scale 0 is the no-effect control and ±100 the full control effect; nearly all actives have a fitted effect of over 65% in size
IL-2 act: activates IL-2 in a cell-based reporter assay. IL-2 activation reporter assay, cell-based qHTS; stimulated with anti-CD3/CD4/CD28 beads; in transgenic mouse T cells. activation, % (series mostly up to about 46 µM). 360,000 compounds, 0.065% hits. AID 652025; in the data active means activation above about 50%; inconclusive means mostly about 30% to 49%; further: 0% is about no effect
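First, unstimulated transgenic mouse T cells were exposed to compound for 60 min. Next, anti-CD3/anti-CD4-coated beads with anti-CD28 were added. Finally, after 18 h at 37 degrees C, EGFP and DsRed were imaged.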
PI5P4Ka inh: PI5P4K alpha (human) kinase inhibition | P48426 | PI5P4Kalpha enzyme, ADP-Glo luminescence, 60 min; active compounds read low | max response, % | 330,000 compounds, 1.2% hits | AID 652105; active means max response of -50% or lower; inconclusive means between -30% and -50%; inactive means -30% or higher; further: value at the top dose of about 77 µM; on the % scale 0 is the no-effect control and ±100 the full control effect
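ADP-Glo luminescence end-point read after a 60 min room-temperature kinase reaction of PI5P4Kalpha plus substrate, initiated with ATP at 5 microM final. Buffer: 0.038 M HEPES pH 7.4, EGTA, 0.1% CHAPS, 5% DMSO.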
Abeta yeast res: compounds reversing amyloid beta toxicity in yeast. Potency, µM (series often up to 46.1 µM), for inactives: at the highest dose growth rescue, most hits filed as activators. yeast expressing A-beta42, growth rescue, OD600, 48 h; response scale: 0% DMSO, 100% iron-clioquinol control. 410,000 compounds, 0.063% hits; further: potency means the concentration at half of the fitted maximal effect; nearly all actives have a fitted effect of over 55% in size
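Growth rescue measured by 600 nm absorbance after 48 h yeast culture at 30 C with compound. Values normalized between DMSO and an equimolar ferric chloride plus clioquinol control.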
EPAC1 ag: agonists of human EPAC1 | O95398 | EPAC1 agonist qHTS, biochemical assay; response scale: 100% = response to 6.5 mM cAMP | Potency, µM (doses to about 154 µM), for the others: at the top dose activation, hits mostly activators | 360,000 compounds, 0.073% hits | AID 720707; further: potency means the concentration at half of the fitted maximal effect; nearly all actives have a fitted effect of over 60% in size
Target sequence (O95398 whole entry, looked up): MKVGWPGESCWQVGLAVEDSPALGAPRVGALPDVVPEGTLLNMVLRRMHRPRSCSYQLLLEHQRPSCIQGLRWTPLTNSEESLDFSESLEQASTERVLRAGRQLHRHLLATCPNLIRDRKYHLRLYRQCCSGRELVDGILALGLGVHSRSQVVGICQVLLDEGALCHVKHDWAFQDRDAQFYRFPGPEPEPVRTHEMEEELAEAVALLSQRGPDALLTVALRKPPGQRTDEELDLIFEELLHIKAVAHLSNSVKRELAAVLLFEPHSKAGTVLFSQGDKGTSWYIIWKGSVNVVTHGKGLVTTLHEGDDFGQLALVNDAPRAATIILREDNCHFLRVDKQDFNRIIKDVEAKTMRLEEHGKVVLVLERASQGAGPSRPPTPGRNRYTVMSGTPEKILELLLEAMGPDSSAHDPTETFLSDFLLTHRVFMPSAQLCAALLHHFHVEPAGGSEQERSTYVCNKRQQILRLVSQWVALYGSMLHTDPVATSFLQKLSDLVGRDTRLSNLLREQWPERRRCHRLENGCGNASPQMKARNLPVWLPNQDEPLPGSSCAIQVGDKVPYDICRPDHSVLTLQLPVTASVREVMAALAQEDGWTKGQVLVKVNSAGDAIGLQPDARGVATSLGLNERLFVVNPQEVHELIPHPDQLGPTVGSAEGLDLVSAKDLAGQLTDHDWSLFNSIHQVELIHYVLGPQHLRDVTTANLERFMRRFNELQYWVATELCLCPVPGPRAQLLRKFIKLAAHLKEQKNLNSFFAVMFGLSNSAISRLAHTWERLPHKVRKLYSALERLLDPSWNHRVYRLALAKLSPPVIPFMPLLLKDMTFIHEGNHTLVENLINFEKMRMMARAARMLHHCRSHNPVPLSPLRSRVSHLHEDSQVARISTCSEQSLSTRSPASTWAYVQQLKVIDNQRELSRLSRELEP
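EPAC1 100 nM, Rap1B–BODIPY-GDP 250 nM, unlabeled GDP 50 uM; compound titration; 5 min RT; kinetic read ex480/em540 at 5-min intervals ×30 min; data normalized to 6.5 mM cAMP agonist control.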
FUS yeast rescue: FUS proteinopathy suppression in yeast. S. cerevisiae FUS-expressing, growth rescue, OD600, 24 h. Potency, µM (highest dose often 76.6 µM), for the others: at the top dose growth rescue (activation), actives largely listed as activators. 390,000 compounds, 0.24% hits;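 further: potency means the concentration at half of the fitted maximal effect; plate controls were DMSO vehicle for no effect and reference control for full effect; nearly all actives have a fitted effect of over 55% in size; some results filed as inactive show a strong effect at the top dose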
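FUS-expressing yeast, raffinose-pregrown, induced in 2% galactose minimal medium at OD 0.005; compounds in a dilution series, 24hr at 30C. Growth restoration read as absorbance at 600 nm. CP55940 positive control, DMSO negative.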
aSyn rescue: rescues yeast growth from alpha-synuclein toxicity; Yeast expressing alpha-synuclein, growth rescue, BacTiter-Glo, 24 h; Potency, µM (titrated, usually from 46.1 µM), without a hit: at the highest dose growth rescue (activation), usual class: activators; 370,000 compounds, 0.14% hits; AID 652106; further: potency means the concentration at half of the fitted maximal effect; % of control where 0% means no effect; nearly all actives have a fitted effect of over 65% in size
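Rescue of yeast growth: cells expressing toxic alpha-synuclein, induced in galactose at OD600 0.02, incubated with compound 24 h at 30 C. ATP luminescence quantified growth; inhibitors of toxicity appear as activators.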
WRN helicase inh: blocks human WRN helicase; Q14191; WRN helicase unwinding, fluorescent forked duplex, kinetic; Potency, µM (doses to about 114 µM), for inactives: at the top dose activity change, negative = inhibition, hits mostly inhibitors; 360,000 compounds, 0.46% hits; AID 651768; further: potency means the concentration at half of the fitted maximal effect; on the % scale 0 is the no-effect control and ±100 the full control effect; nearly all actives have a fitted effect of over 55% in size
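WRN at 20 nM final preincubated with compound 15 min at room temperature; reaction started with 100 nM fluorophore/quencher forked duplex oligonucleotide and 2 mM ATP final. Unwinding followed kinetically by red fluorescence (ex 525, em 598 nm).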
EPAC1 antagonist: antagonists of human EPAC1. EPAC1 GEF assay, Rap1b-BODIPY-GDP exchange fluorescence. Potency, µM (top dose mostly 115 µM), inactives show top-dose activity change, negative = inhibition, hits mostly inhibitors. 360,000 compounds, 0.14% hits. AID 720709;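 further: potency means the concentration at half of the fitted maximal effect; plate controls were vehicle for no effect and positive control for full effect; nearly all actives have a fitted effect of over 50% in size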
The depositor's hits bear a star; ? = inconclusive; . = not tested or not shown; [ ] = another dose, or the depositor's remark. Unless noted, the call rests on the fitted dose curve; in most records, active means well fitted curve in the direction sought with a large enough effect; inconclusive means small, poorly fitted or top-dose-only effect, or another doubt; inactive means no such curve, though single readings can be large; an effect the other way counts as inactive or inconclusive.

SMILES	PLK1 PBD block	IL-2 act	PI5P4Ka inh	Abeta yeast res	EPAC1 ag	FUS yeast rescue	aSyn rescue	WRN helicase inh	EPAC1 antagonist
COc1ccc(-c2cc(=O)n(-c3nc4ccccc4[nH]3)[nH]2)cc1	-10%	-2.3	.	-39%[inhibitor]	1%	?	?	-3%	7%
CCN(CC)CCOC(=O)c1ccc2c(c1)OCCO2	-7%	1.4	.	-8%	2%	-15%	-3%	5%	4%
ClC(Cl)(c1nnnn1-c1ccccc1)c1nnnn1-c1ccccc1	1.9µM*	-0.8	?	-82%[inhibitor]	2%	.	-53%[inhibitor]	6.3µM*	-2%
CC(CN1CCN(C/C=C/c2ccccc2)CC1)c1ccccc1 (stereo not drawn)	5%	0.5	-1	-8%	-4%	10%	0%	8%	-13%
CC(OC(=O)c1cc(S(=O)(=O)N2CCOCC2)ccc1F)C(=O)NCc1ccc2c(c1)OCO2 (stereo not drawn)	-3%	-2.4	-8	7%	0%	-1%	0%	4%	11%
Nc1ccc(C(=O)Nc2cccc(N)c2)cc1	1%	0.0	-10	-3%	6%	-13%	-4%	1%	-14%
Cc1ccc(C)c(-n2nnnc2SCC(=O)NCC2CCCO2)c1 (stereo not drawn)	8%	-0.5	1	1%	0%	?	8%[1.84 µM]	7%	7%
O=C1CCN(Cc2ccccc2)N1	4%	-0.8	0	29%	0%	-24%	0%	4%	9%
O=C(COc1ccc(Cl)cc1Cl)N/N=C1\CCCc2ccccc21	2%	-3.5	3	-2%	2%	25%	0%	-3%	11%
COCCNC(=O)CN1C(=O)NC2(CCCCCC2)C1=O	-5%	2.0	-4	3%	5%	-18%	4%	3%	4%
Cc1cc(C)c2c(CN(C)Cc3ccccc3)cc(=O)oc2c1	-1%	-0.3	3	-2%	6%	-20%	12%	-5%	0%
COCCCN1C2=C(C(=O)CC(C)(C)C2)C(c2ccc(OC)c(OC)c2)C2=C1CC(C)(C)CC2=O	-1%	0.6	0	-9%	17%	11%	1%	-1%	14%
COc1ccc(C(=O)N2CCC(n3c(C)nc4cc(F)ccc43)CC2)cc1OC	-5%	-0.4	.	6%	8%	25%	3%	3%	1%
Clc1cccc(-c2csc(Nc3cccnc3)n2)c1	-1%	-0.6	3	3%	-5%	-20%	-5%	-20%	-19%
O=C(c1ccc(N2CCCCC2)c([N+](=O)[O-])c1)N1CCN(c2ccccn2)CC1	-7%	-0.3	2	-23%	-5%	4%	8%	2%	2%
COc1ccc(N2CC(C(=O)N3CCN(c4ccccc4F)CC3)CC2=O)cc1 (stereo not drawn)	-7%	-0.3	-3	9%	0%	17%	4%	-5%	-4%
CCCC1=C(C(=O)OCC)C(c2ccc(F)cc2)n2ncnc2N1 (stereo not drawn)	-2%	-0.8	2	8%	3%	20%	0%	-2%	-15%
Cc1cc(C(=O)c2cccs2)c(N)s1	24µM*	0.0	.	-9%	2%	25%	3%	-7%	1%
CCOc1ccc(OCCCC(=O)O)cc1	-4%	-1.1	2	13%	-1%	19%	17%	8%	12%
O=C(NCCCN1CCCC1=O)Nc1ccc(Cl)cc1	-1%	0.2	.	14%	-4%	11%	-13%	4%	5%
Cc1cc2c(cc1S(=O)(=O)NCCc1ccc(Cl)cc1)OCC(=O)N2	-3%	-2.4	4	1%	-6%	-2%	-1%	8%	6%
CC1CCN(C(=O)c2ccc(NS(=O)(=O)c3cccc4cccnc34)cc2)CC1	3%	-4.9	0	-6%	3%	-2%	-3%	-8%	5%
CCc1cc(=O)oc2c(C)c(O)c(CN3CCCCC3)cc12	-1%	-3.5	-2	30%	-5%	3%	-1%	11%	8%
COc1ccc(NC(C)=[N+](C)CCNS(=O)(=O)c2ccc(Cl)cc2)cc1Cl	0%	0.2	5	12%	-4%	2%	5%	2%	1%
Cc1cc(S(=O)(=O)N2CCN(Cc3ccccc3)CC2)c(C)s1	-7%	-3.0	5	-24%	3%	-21%	-1%	-2%	-16%

Among those listed so far, these contain a carbonyl joined to an NH by a bond outside any ring:
SMILES	PLK1 PBD block	IL-2 act	PI5P4Ka inh	Abeta yeast res	EPAC1 ag	FUS yeast rescue	aSyn rescue	WRN helicase inh	EPAC1 antagonist
CC(OC(=O)c1cc(S(=O)(=O)N2CCOCC2)ccc1F)C(=O)NCc1ccc2c(c1)OCO2 (stereo not drawn)	-3%	-2.4	-8	7%	0%	-1%	0%	4%	11%
Nc1ccc(C(=O)Nc2cccc(N)c2)cc1	1%	0.0	-10	-3%	6%	-13%	-4%	1%	-14%
Cc1ccc(C)c(-n2nnnc2SCC(=O)NCC2CCCO2)c1 (stereo not drawn)	8%	-0.5	1	1%	0%	?	8%[1.84 µM]	7%	7%
O=C(COc1ccc(Cl)cc1Cl)N/N=C1\CCCc2ccccc21	2%	-3.5	3	-2%	2%	25%	0%	-3%	11%
COCCNC(=O)CN1C(=O)NC2(CCCCCC2)C1=O	-5%	2.0	-4	3%	5%	-18%	4%	3%	4%
O=C(NCCCN1CCCC1=O)Nc1ccc(Cl)cc1	-1%	0.2	.	14%	-4%	11%	-13%	4%	5%

Next compounds follow:
SMILES	PLK1 PBD block	IL-2 act	PI5P4Ka inh	Abeta yeast res	EPAC1 ag	FUS yeast rescue	aSyn rescue	WRN helicase inh	EPAC1 antagonist
CCOc1ccc(-c2cc(C(=O)O)c3ccccc3n2)c(OCC)c1	-3%	-2.4	.	-2%	8%	2%	?	-6%	-6%
CCOC(=O)CCSc1nc2c(c(C(F)(F)F)c1C#N)CCC2	-10%	0.1	.	-7%	3%	35%	8%	-9%	-14%
O=C(NNC(=O)C1CC1)c1cc(=O)[nH]c2ccccc12	-6%	0.1	6	6%	-4%	8%	-7%	-17%	-8%
CC(CC(=O)NCc1ccco1)S(=O)(=O)c1ccc2c(c1)CCN2C(=O)C1CC1 (stereo not drawn)	-23%	3.4	-13	13%	3%	15%	-3%	3%	2%
COc1cc(NS(=O)(=O)c2ccc(Nc3nc(-c4cccc([N+](=O)[O-])c4)cs3)cc2)nc(OC)n1	?	2.1	-14	3%	10%	14%	1%	?	-16%
CC(C)(C)c1ccc(CC(=O)N2CCC2(C)C(=O)Nc2cccc3cccnc23)cc1 (stereo not drawn)	-13%	-0.3	6	-2%	-6%	35%	16%	-5%	-14%
CCN1/C(=C2/SC(=S)N(NC(C)=O)C2=O)Sc2ccccc21	-14%	?	0	-21%	-12%	2%	-6%	2%	-36%
CC(Oc1ccccc1)C(=O)N1CCN(C(=O)C(C)Oc2ccccc2)CC1 (stereo not drawn)	-16%	1.0	1	-4%	-18%	10%	3%	-18%	6%
CCN(CC)c1ccc(NC(=O)c2ccco2)c(C)c1	-8%	1.3	.	-2%	6%	18%	0%	6%	9%
O=C(CCC(=O)c1ccc(F)cc1)Nc1cc(Cl)cc(Cl)c1	2%	0.3	14	?	1%	11%	1%	-1%	19%
Cc1ccc(NC(=S)NC(=O)/C=C/c2ccc(Cl)cc2)cc1	-14%	-2.1	-6	-11%	-5%	-13%	-25%	3%	4%
COc1cccc(-c2nc(CSCC(=O)NCC3CCCO3)c(C)o2)c1 (stereo not drawn)	-19%	-0.5	.	15%	-3%	-2%	1%	-2%	-6%
CN1CCN(CCNC(=O)Cn2c(=O)c3cccn3c3ccc(F)cc32)CC1	-14%	0.6	4	-2%	-1%	1%	-13%	1%	-11%
Cn1cc(/C=C2/SC(=O)N(c3ccccc3)C2=O)c2ccccc21	-7%	-1.4	0	0%	2%	.	0%	-1%	-6%
Cc1nc(SCc2cccc(Oc3ccccc3)c2)n[nH]1	3%	-0.4	-2	-48%[inhibitor]	4%	5%	-32%[inhibitor]	-2%	-7%
CCN(CC)C(=O)Cn1cc(S(=O)(=O)CC(=O)Nc2ccc(OC)c(OC)c2)c2ccccc21	-4%	1.6	-9	8%	-4%	16%	1%	-9%	-3%
Cn1ccc(C(=O)Nc2sc3c(c2C#N)CCC3)n1	?	-2.8	-8	-5%	-5%	12%	2%	-8%[11.6 µM]	-1%
CCOc1ccc(-n2c(N)c(C(=O)NCC3CCCO3)sc2=S)cc1 (stereo not drawn)	24µM*	-2.4	-17	-9%	-10%	8%	-10%	-3%	11%
COc1cccc(C(C(=O)NC2CCCCC2)N(C(=O)c2ccccn2)c2cccnc2)c1 (stereo not drawn)	-8%	4.9	-5	-11%	3%	9%	1%	2%	10%
Oc1[nH]c2ccccc2c1N=Nc1ccccc1F	106%[activator]	-0.2	3	4%	?	-6%	-3%	-32%[57.1 µM]	130%[activator]
O=C(Cc1cccs1)N1CCC(c2nc3c(nnn3Cc3ccccc3)c(=O)[nH]2)CC1	-7%	0.5	.	14%	2%	31%	0%	0%	-2%
CC(C)CC1NC(=O)N(Cc2nc3ccccc3s2)C1=O (stereo not drawn)	-8%	-2.6	-8	12%	6%	35%	2%	-9%	0%
CN(Cc1ccccc1)C(=O)c1ccc(NC(=O)Cc2cccc(NC(=O)C3CCN(C(=O)C4CCCCC4)CC3)c2)cc1	-10%	-1.6	-3	-14%	-1%	?	-3%	-3%	-1%
Cc1nc2ccc(C(=O)N3CCSCC3)cc2s1	-4%	-0.4	1	5%	-1%	-5%	2%	-5%[57.1 µM]	-2%
CCOC(=O)C(Cc1ccccc1)NC(=O)Cn1nnc(-c2ccc(SC)cc2)n1 (stereo not drawn)	-4%	-1.6	6	16%	-7%	19%	17%	4%	-6%
